IL1B NFkB pot = enhances IL-1B driven NFkB nuclear translocation. HUVEC IL-1B NFkB p65 nuclear translocation imaging. activation, % at 2 µM. 94,000 tested, 0.3% active;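 active = activation above 40%, about the mean plus 3 SD, also judged a hit on visual image review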;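 also: percent activation is computed from the nuclear over cytoplasmic p65 intensity ratio; values of inactives mirror those of a sister screen read the other way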
PLAP inhibition = inhibition of human placental alkaline phosphatase – biochemical, luminescence, HTS (AID 690); purified PLAP, luminescent substrate; higher % means a stronger effect; inhibition, % at 20 µM; hits with a dose series show IC50 in µM; 96,000 tested, 0.08% active; in the data active = a potency from the dose series; inactive = the rest, 99 in 100 with inhibition below about 30%; also: strong numbers were not always called active
NFkB transloc inh = blocks IL-1B driven NFkB nuclear translocation in HUVEC cells. HUVEC IL-1B NFkB p65 nuclear translocation imaging. 94,000 tested, 0.43% active. inhibition, % at 2 µM. AID 796;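 active = inhibition above about 30% together with a positive call from visual inspection of the well image, limit read from the data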;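 also: nuclear over cytoplasmic p65 intensity ratio measured by imaging; 0% = IL-1B stimulated DMSO wells and 100% = unstimulated DMSO wells; values of inactives mirror those of a sister screen read the other way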
MRP resist rev = reverses drug resistance mediated by MRP; H69AR cells + 2 uM doxorubicin, CellTiter-Glo, 72 h; differential viability (reversal), % at 10 µM; 85,000 tested, 0.04% active; AID 602;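 active = viability drop by adding the cancer drug above about 55%, with treated viability meeting a 40% cutoff, limit read from the data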;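 also: viability without doxorubicin minus viability with 2 µM doxorubicin for each compound; larger differential means the compound sensitizes cells more to doxorubicin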
Bcl-B displacement = displacers of TR3 peptide from Bcl-B, primary screen, selectivity assay for Bfl-1 inhibitor project, biochemical, fluorescence polarization; one-dose displacement, % at 20 µM; IC50 in µM for titrated hits; 96,000 tested, 0.11% active; FP displacement of FITC-TR3 peptide from Bcl-B; higher % means a stronger effect;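 active = displacement above 50% at 20 µM plus a fluorescence interference ratio under 1.5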;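 also: plate controls were wells without compound for no effect and wells lacking Bcl-B protein for full effect; a part of the inactive calls stands beside numbers as strong as those of hits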
MRP resist rev cytotoxicity = recorded beside MRP resist rev, whose call it bears; viability, %; H69AR cells, CellTiter-Glo, 72 h; measured here: cytotoxicity without doxorubicin
MRP resist rev with doxorubicin = also measured in MRP resist rev; calls as there; viability, %; measured here: viability with 2 uM doxorubicin; active compounds read low
NFkB transloc inh cell count 2 µM = further read-out of NFkB transloc inh, marked with its call; cell count; measured here: cells passing quality filter;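 raw number of nuclei counted in each imaged well without normalization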
IL1B NFkB pot cell count 2 µM = recorded beside IL1B NFkB pot, whose call it bears; cell count; measured here: cells passing quality filter
* marks the source's active call; other numbers are inactive results; / = not tested or not shown.

SMILES	IL1B NFkB pot	IL1B NFkB pot cell count 2 µM	PLAP inhibition	NFkB transloc inh	NFkB transloc inh cell count 2 µM	MRP resist rev	MRP resist rev cytotoxicity	MRP resist rev with doxorubicin	Bcl-B displacement
COCc1[nH][nH]c(=O)c1C=Nc1ccc(F)cc1F	-5	151	-7%	5	151	-4	97	100	3%
CCc1ccccc1NC(=O)c1ccc(F)c(S(=O)(=O)N2CCC(C(N)=O)CC2)c1	-4	130	-18%	4	130	12	92	80	3%
Cn1c(CO)cnc1SCc1ccc([N+](=O)[O-])cc1	/	/	-15%	/	/	/	/	/	3%
Cc1nc2n[nH]c(N)c2c2c1COC(C)(C)C2	/	/	11%	/	/	9	93	83	-1%
Cc1nc2ccccc2c2oc(C(=O)NC3CC3)cc12	13	38	5%	-13	38	-4	69	73	-1%
COc1ccc(CCNc2oc(-c3ccco3)nc2C#N)cc1	17	126	/	-17	126	9	88	78	/
Cc1ccccc1OCc1nnc(SCC(=O)NCc2ccccc2)n1C	-14	144	8%	14	144	7	85	78	-3%
CCOC(=O)c1nc2cc3n(c(C)c-2c1C)C(C)C(C)=C3C (stereo not given)	15	163	-6%	-15	163	/	/	/	-6%
CC(C)Sc1cc(N2CCOCC2)nc(-c2ccc(Cl)cc2)n1	-2	145	11%	2	145	/	/	/	-9%
O=C(O)C1C2C=CC(C3CC23)C1C(=O)O (stereo not given)	12	150	/	-12	150	8	104	96	/
Cc1ccc(NC(=O)c2ccnc(C(C)(C)C)c2)cc1	24	121	/	-24	121	-11	78	89	/
O=C1/C(=C/c2cccc3ccccc23)CCCc2ccccc21	10	159	/	-10	159	18	87	69	/
CCCCOC(=O)Nc1cc(C)c(Cl)cc1OC	8	50	16%	-8	50	5	90	85	-12%
O=C(CS(=O)(=O)Cc1ccccc1)Nc1cccnc1	4	137	20%	-4	137	2	102	101	-2%
CCOc1ccccc1Nc1ncnc2ccccc12	2	113	17%	-2	113	2	99	97	-13%
COc1cnn(-c2ccccc2)c(=O)c1N(C)C	5	110	-17%	-6	110	1	88	87	-5%
COC(=O)c1c(C(=O)OC)c(C)n(Cc2cccnc2)c1C	-7	84	18%	7	84	8	89	82	4%
O=C1CSC(=O)N1CC(O)COc1ccc(Cl)cc1 (stereo not given)	32	114	-27%	-32	114	-1	92	92	0%
CCCc1nc2sc3c(c2c(=O)n1N)CCC3	10	79	22%	-10	79	16	89	74	-2%
COc1cc2c(cc1OC)CN(C(=O)CSc1nnc(C)s1)CC2	16	174	5%	-16	174	-5	84	89	0%
CCC1CCCCN1Cc1ccc(OC)c(OC)c1 (stereo not given)	8	82	-8%	-8	82	-8	81	89	1%
O=C(CSc1nncs1)NC(=O)NCc1ccccc1	/	/	19%	/	/	18	116	99	-3%
CC1(C)Cc2ccccc2C2CC(O)C(=O)N21 (stereo not given)	-6	204	-2%	6	204	-4	90	94	-6%
CCOc1ccc(C2C(C(=O)c3ccco3)=C(O)C(=O)N2Cc2cccnc2)cc1OC (stereo not given)	-6	178	10%	6	178	6	90	84	-6%
O=C(CSc1nc2ccccc2c(=O)n1CCCO)NCc1ccccc1	8	130	14%	-8	130	16	96	80	-9%
OCCN1CCN(CC(O)COc2ccc(Cl)cc2)CC1 (stereo not given)	6	184	16%	-6	184	3	96	93	-4%
CCC(c1nnnn1C(C)(C)CC)N(CCCO)Cc1cc2cccc(C)c2[nH]c1=O (stereo not given)	-6	96	-50%	6	96	10	87	77	-4%
C=CCn1c(SCn2nnc3ccccc3c2=O)nnc1-c1ccc(F)cc1	/	/	-23%	/	/	-3	92	95	10%
CCCn1c(N)c(C(=O)CSc2nc(C)cs2)c(=O)[nH]c1=O	3	143	10%	-3	143	13	88	75	-12%
CS(=O)(=O)c1ccc2nc(N)sc2c1	-3	200	-6%	3	200	/	/	/	-13%

Fetched by structure from the list above:
SMILES	IL1B NFkB pot	IL1B NFkB pot cell count 2 µM	PLAP inhibition	NFkB transloc inh	NFkB transloc inh cell count 2 µM	MRP resist rev	MRP resist rev cytotoxicity	MRP resist rev with doxorubicin	Bcl-B displacement
CC1(C)Cc2ccccc2C2CC(O)C(=O)N21 (stereo not given)	-6	204	-2%	6	204	-4	90	94	-6%
O=C(CSc1nncs1)NC(=O)NCc1ccccc1	/	/	19%	/	/	18	116	99	-3%
CCCn1c(N)c(C(=O)CSc2nc(C)cs2)c(=O)[nH]c1=O	3	143	10%	-3	143	13	88	75	-12%

Other entries:
SMILES	IL1B NFkB pot	IL1B NFkB pot cell count 2 µM	PLAP inhibition	NFkB transloc inh	NFkB transloc inh cell count 2 µM	MRP resist rev	MRP resist rev cytotoxicity	MRP resist rev with doxorubicin	Bcl-B displacement
COc1cccc(NC(=O)Cc2ccc(C)cc2)c1	-3	48	7%	3	48	0	98	98	12%
CCOc1ccc(Nc2nc(Cc3nnc(SCC(=O)O)o3)cs2)cc1	/	/	-44%	/	/	0	100	100	16%
COc1ccccc1-n1c(SCC(=O)Nc2ccccc2C)nc(O)cc1=O	10	161	-43%	-10	161	-1	102	103	-15%
CC(C)(C)c1ccc(C(=O)N2CCC(C(=O)NCC3CCCO3)CC2)cc1 (stereo not given)	0	147	-38%	0	147	4	96	92	1%
Nc1nc(-c2ccccc2)cc(N2CCCCC2)n1	8	155	-28%	-8	155	-19	23	42	1%
Cc1ccc(-n2c3c(cc(C(=O)O)c2=O)C(=O)CC(C)(C)C3)cc1	-3	173	15%	3	173	11	92	80	-4%
C=CCn1c(C(C)NC(=O)CCC)nc2ccccc21 (stereo not given)	10	108	/	-10	108	4	98	94	/
O=C(COC(=O)c1cn(-c2ccccc2)nc1-c1ccccc1)c1cccc([N+](=O)[O-])c1	-5	91	-11%	5	91	/	/	/	-4%
O=C(COC(=O)c1n[nH]c(=O)c2ccccc12)c1ccc(Cl)cc1	10	166	8%	-10	166	/	/	/	3%
Cn1nnnc1SCC(=O)N(C1CCCCC1)C1CCCCC1	4	146	-5%	-4	146	8	92	84	2%
Cc1ccc2c(C)nc(NC3=NCN(Cc4ccccc4)CN3)nc2c1	/	/	-6%	/	/	/	/	/	-3%
Cc1nn(CC(=O)Nc2ccc3c(c2)nc(CCN2CCCCC2)n3C)c(=O)c2ccccc12	-1	128	-84%	1	128	6	83	76	-1%
CSc1nnc2c(n1)OC(C1CC=C(C)CC1)Nc1ccccc1-2 (stereo not given)	/	/	0%	/	/	-2	93	95	-2%
CCOC(=O)c1c2n(c3ccc(OC(C)=O)cc13)CCC2	-3	162	-2%	3	162	-1	86	88	23%
CCOc1ccc(-c2cn(CCC#N)cn2)cc1	/	/	-8%	/	/	-18	96	114	-10%
O=C(NCCc1ccc2c(c1)OCO2)C1CCN(S(=O)(=O)c2ccc(Cl)cc2)CC1	10	181	-4%	-10	181	0	93	93	4%
C=CCOc1ccc(C2N3CC4(CC)CN2CC(CC)(C3)C4=O)cc1 (stereo not given)	/	/	-30%	/	/	28	95	68	3%
NC(=O)c1nc(N2CCOCC2)nc(N2CCOCC2)n1	6	109	3%	-6	109	18	90	72	-14%
O=C(Nc1ccc2ccccc2c1)c1cnccn1	19	136	-7%	-19	136	3	90	86	0%
COc1ccc2cc3cc(C(=O)NCCCN4CCOCC4)oc3nc2c1	-9	161	-25%	9	161	-4	83	87	-10%
COc1ccccc1-n1cnc(N)c1C(=O)c1ccccc1	-1	104	4%	1	104	-26	24	50	3%
CCc1ccc(N(C)S(=O)(=O)c2ccc3[nH]cc(C(=O)NCCN4CCOCC4)c(=O)c3c2)cc1	6	144	-62%	-6	144	9	75	65	7%
C=CCn1c(NCc2c[nH]c3ccccc23)nc2ccccc21	5	114	/	-5	114	-4	57	61	/
CCOC(=O)/C(N=O)=C(\O)C1CCN(C(=O)OCC)CC1	3	171	-3%	-3	171	-2	102	105	-15%
CCOc1ccc(CN(C(=O)c2oc3cc(C)ccc3c2C)C2CCS(=O)(=O)C2)cc1 (stereo not given)	-4	132	-49%	4	132	-67	11	78	-20%
Cc1ncc(S(=O)(=O)c2ccccc2)c(-c2ccccc2)n1	22	184	-13%	-22	184	-2	77	79	-5%
Cc1ccnc(NC(=O)c2ccccc2[N+](=O)[O-])c1	2	121	13%	-2	121	/	/	/	4%
COc1cc(C(=O)NCCc2ccc3c(c2)OCCO3)ccc1OCC(=O)N1CCOCC1	-1	45	-58%	1	45	7	90	83	6%
CN1CC(=O)N(C)c2ncn(Cc3ccccc3)c2C1=O	29	137	11%	-29	137	-2	93	95	19%
COc1ccc(S(=O)(=O)N2CCN(C)CC2)cc1C	28	180	13%	-28	180	6	98	92	-3%
COc1ccc(N2CCN(CCCNS(=O)(=O)c3c(C)noc3/C=C/N(C)C)CC2)cc1	-1	51	-38%	1	51	1	104	102	0%
COc1ccc(Cl)cc1NC(=O)C1CCCO1 (stereo not given)	3	146	7%	-4	146	29	112	82	10%
COc1cccc(CN2C(=O)Nc3ccccc3C(=O)N2C(C)(C)C)c1	12	187	-11%	-12	187	12	87	75	9%
Cc1cc(OCc2ccc(C(=O)n3cccn3)o2)ccc1Cl	7	175	/	-7	175	17	108	90	/
O=C(Cn1c(CN2CCCCC2)nc2ccccc2c1=O)Nc1ccccc1	/	/	10%	/	/	3	93	90	-7%
CC1=C(C(=O)Nc2ccc(Cl)cc2)C(c2ccco2)NC(=O)N1 (stereo not given)	16	99	4%	-16	99	6	101	96	2%
Cc1cccc(-c2nc(CN3CCCC(C(=O)NC4CCC(C)CC4)C3)c(C)o2)c1 (stereo not given)	1	52	-35%	1	52	-12	65	77	-8%
CCNC(=O)C1CC(=O)N(c2ccc(OCC)cc2)C1 (stereo not given)	/	/	2%	/	/	6	94	88	-14%
CCCN(CC1CC1)C(=O)COC(=O)c1[nH]c(C)c(C(=O)OCC)c1C	2	181	-36%	-2	181	5	67	62	-8%
CC(=O)N1CCN(C(=O)CSc2nc3c(cnn3-c3ccccc3)c(=O)[nH]2)CC1	7	103	-36%	-7	103	3	93	89	3%
Cc1ccccc1NC(=O)Cn1c(C)nc2ccc(N)cc2c1=O	0	195	13%	0	195	/	/	/	16%
Cn1nnnc1SCC(=O)Nc1cc(C(=O)O)cc(C(=O)O)c1	-23	182	18%	23	182	/	/	/	0%
O=C1NC(c2ccncc2)Nc2sc3c(c21)CCCC3 (stereo not given)	-8	208	-13%	8	208	-18	52	70	-1%
CCN(CC)CCn1c(NC(=O)c2ccc(Cl)cc2)nc2ccccc21	-8	96	-25%	8	96	-18	46	64	-7%
O=C(c1csc2ccccc12)N1CCCCCC1	/	/	12%	/	/	11	94	83	-9%
Cc1ccc(-c2cc(C(=O)N3N=C(C(F)F)CC3(O)C(F)F)c3ccccc3n2)cc1C (stereo not given)	-3	178	-30%	3	178	/	/	/	13%
c1ccc2c(c1)Cn1nnnc1-2	/	/	-3%	/	/	-10	97	107	7%
CSc1nnc2c3c4c(sc3nc(-n3nc(C)cc3C)n12)COC(C)(C)C4	10	199	-36%	-10	199	-16	74	90	-37%
CCSc1nc(O)c(CC)c(=O)n1C(C)CC (stereo not given)	2	165	8%	-2	165	1	93	91	-2%
CC(C)CNC(=O)[C@H](Cc1ccccc1)NC(=O)c1ccco1	18	165	-22%	-18	165	/	/	/	6%
Cc1ccc(-c2cn(S(=O)(=O)c3cccc4nsnc34)nc2N)cc1	0	163	2%	0	163	7	84	77	3%

3 neighbouring compounds already listed, for reference:
SMILES	IL1B NFkB pot	IL1B NFkB pot cell count 2 µM	PLAP inhibition	NFkB transloc inh	NFkB transloc inh cell count 2 µM	MRP resist rev	MRP resist rev cytotoxicity	MRP resist rev with doxorubicin	Bcl-B displacement
CCSc1nc(O)c(CC)c(=O)n1C(C)CC (stereo not given)	2	165	8%	-2	165	1	93	91	-2%
CC(C)CNC(=O)[C@H](Cc1ccccc1)NC(=O)c1ccco1	18	165	-22%	-18	165	/	/	/	6%
Cc1ccc(-c2cn(S(=O)(=O)c3cccc4nsnc34)nc2N)cc1	0	163	2%	0	163	7	84	77	3%

Compound activity deposited in PubChem BioAssay by several laboratories.

Not all compounds are listed; count on the stated rates, not on these rows.
